# PAFAH1B3 FP inh: inhibitors of human PAFAH1B3 | recombinant PAFAH1B3, FP-rhodamine probe, fluorescence polarization | inhibition, % at 3.39 µM | Q15102 | actives 0.28% (n = 340,000) | AID 492972;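 active = inhibition above the screen-wide average of all tested compounds plus 3 SD, cut at about 25% in these data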;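 note: 0% = enzyme with DMSO only and 100% = wells lacking PAFAH1B3 protein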
# PAFAH1B2 FP inh: PAFAH1B2 (human) inhibition; actives 1.2% (n = 340,000); inhibition, % at 3.39 µM; recombinant PAFAH1B2, FP-rhodamine activity probe, fluorescence polarization; P68402;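 active = inhibition above the mean of all tested compounds plus 3 SD, cut at about 24% in these data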;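 note: 0% = enzyme with DMSO and 100% = wells lacking PAFAH1B2; many of its hits are not listed in these tables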
# Fam108B counter: Fam108B inhibition, counter-screen for RBBP9 inhibitors; recombinant Fam108B, FP-Rh probe fluorescence polarization; actives 0.33% (n = 300,000); inhibition, % at 9.51 µM;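 active = inhibition above the screen mean inhibition plus 3 SD, computed separately per campaign, cut at about 18% in these data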;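 note: inhibitors lower polarization as less probe binds the enzyme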
# GSTO1 counter: GSTO1 inhibition, counter-screen for RBBP9 inhibitors; P78417; inhibition, % at 5.96 µM; actives 1.1% (n = 300,000); AID 1974; recombinant GSTO1, activity-based probe fluorescence polarization;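 active = inhibition above the campaign mean inhibition plus 3 SD, cut at about 35% in these data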;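 note: 0% = GSTO1-1 with DMSO and 100% = wells lacking GSTO1-1 enzyme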
# Target sequence (P78417 whole entry, looked up): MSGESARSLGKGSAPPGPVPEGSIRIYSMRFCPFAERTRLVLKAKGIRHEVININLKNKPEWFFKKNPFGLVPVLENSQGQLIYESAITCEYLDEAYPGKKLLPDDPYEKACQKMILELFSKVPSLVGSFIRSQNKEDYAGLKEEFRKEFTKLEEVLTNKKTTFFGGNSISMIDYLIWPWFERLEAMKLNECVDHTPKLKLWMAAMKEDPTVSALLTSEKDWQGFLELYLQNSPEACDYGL
# PAFAH2 inh: PAFAH2 (human) inhibition | Q99487 | recombinant PAFAH2, FP-rhodamine activity probe, fluorescence polarization | inhibition, % at 3.39 µM | actives 0.99% (n = 340,000) | AID 492956;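 active = inhibition above the mean over all tested compounds plus 3 SD, cut at about 30% in these data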;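 note: inhibitors block probe labeling of enzyme so polarization drops; 0% = enzyme with DMSO and 100% = wells lacking PAFAH2 protein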
# pPAFAH FP inh: pPAFAH (human) enzyme inhibition; actives 1.5% (n = 330,000); recombinant pPAFAH, FP-rhodamine probe fluorescence polarization; inhibition, % at 3.39 µM;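 active = inhibition above the mean inhibition across the screen plus 3 SD, cut at about 25% in these data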;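 note: inhibitors block binding of the rhodamine activity-based probe so polarization drops; 0% = enzyme with DMSO and 100% = wells lacking pPAFAH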
# PME-1 inh: blocks human protein phosphatase methylesterase 1. actives 0.53% (n = 320,000). Q9Y570. AID 2130. inhibition, % at 5.9 µM. recombinant PME-1, FP-Rh probe fluorescence polarization;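 active = inhibition above the campaign mean of all compounds plus 3 SD, cut at about 26% in these data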;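 note: competitive labeling of PME-1 active site by serine hydrolase directed probe; 0% = PME-1 with DMSO and 100% = wells lacking PME-1 enzyme; inhibitors block probe labeling so polarization falls and inhibition rises; many of its hits are not listed in these tables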
# Target sequence (Q9Y570 whole entry, looked up): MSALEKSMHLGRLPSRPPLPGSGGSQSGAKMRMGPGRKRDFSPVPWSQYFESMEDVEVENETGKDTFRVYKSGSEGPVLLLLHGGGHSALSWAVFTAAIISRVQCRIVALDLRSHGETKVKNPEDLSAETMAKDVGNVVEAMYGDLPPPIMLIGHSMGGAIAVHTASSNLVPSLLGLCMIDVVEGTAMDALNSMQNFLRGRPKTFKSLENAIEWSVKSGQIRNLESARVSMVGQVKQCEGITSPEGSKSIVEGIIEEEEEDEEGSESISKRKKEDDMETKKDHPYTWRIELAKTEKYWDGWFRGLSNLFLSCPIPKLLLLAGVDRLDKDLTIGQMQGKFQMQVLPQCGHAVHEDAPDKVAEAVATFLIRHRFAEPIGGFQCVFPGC
# PAD4 FP inh: inhibitors of human PAD4; Q9UM07; actives 0.41% (n = 330,000); inhibition, % at 6.36 µM; AID 485272; recombinant PAD4, RCA probe fluorescence polarization;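 active = percent inhibition above a cutoff equal to the mean of all tested compounds plus 3 SD, cut at about 15% in these data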;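 note: 0% = PAD4 with RCA probe and DMSO and 100% = probe without PAD4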
# LYPLA1 inh: blocks human lysophospholipase 1, a PME1 counter-screen; O75608; recombinant LYPLA1, FP-Rh probe fluorescence polarization; inhibition, % at 5.9 µM; actives 0.16% (n = 320,000); AID 2174;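 active = inhibition above the mean of all tested compounds plus 3 SD, set per campaign, cut at about 14% in these data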;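 note: inhibitors block serine hydrolase probe labeling of LYPLA1 so polarization falls; 0% = enzyme with DMSO and 100% = wells lacking LYPLA1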
# Target sequence (O75608 whole entry, looked up): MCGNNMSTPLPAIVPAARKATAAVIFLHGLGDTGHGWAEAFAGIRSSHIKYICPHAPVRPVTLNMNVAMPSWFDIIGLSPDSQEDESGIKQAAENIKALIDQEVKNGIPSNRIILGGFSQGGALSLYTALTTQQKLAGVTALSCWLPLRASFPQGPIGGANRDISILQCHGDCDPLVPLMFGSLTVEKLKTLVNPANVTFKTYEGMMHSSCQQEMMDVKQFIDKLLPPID
# Starred values were filed as active, the others as inactive; . = no result given. An excerpt; the hit share may differ from the screen's.
item	SMILES	PAFAH1B3 FP inh	PAFAH1B2 FP inh	Fam108B counter	GSTO1 counter	PAFAH2 inh
1	CN(C(=O)C1CCCCC1)C1CCS(=O)(=O)C1 (centres undefined)	2	0	2	-2	9
2	O=C(c1ccco1)n1nc(-c2cccnc2)nc1NCc1ccco1	7	8	-4	14	9
3	Cc1cnc(C(=O)OCC(=O)c2c(N)n(CC(C)C)c(=O)n(C)c2=O)cn1	1	-1	2	-7	0
4	CCN(CC)S(=O)(=O)c1cccc(NC(=O)CSc2nnc(N)s2)c1	-1	-6	-1	3	-6
5	CCCCNC(=O)c1onc(CSc2nc3ccccc3[nH]2)c1C(=O)NCCCC	2	5	1	0	3
6	O=C(CC12CC3CC(CC(C3)C1)C2)NCC(c1ccc(F)cc1)N1CCOCC1 (centres undefined)	-1	13	-2	-11	-9
7	O=C(NNS(=O)(=O)c1ccc2ccccc2c1)c1cc(-c2ccccn2)nc2ccccc12	8	26*	6	-2	-6
8	COc1ccccc1NC(=O)c1ccccc1NS(=O)(=O)c1cccs1	7	3	5	3	44*
9	O=[N+]([O-])c1ccc(Cl)c(CN2CCCCCC2)c1	-8	1	2	7	2
10	COC(=O)N1CCN(c2ccc(C)cc2)C(C)C1 (centres undefined)	-3	-1	-2	-3	3
11	COc1ccc(S(=O)(=O)Nc2ccccc2-c2nnn(CC(=O)Nc3ccccc3OC)n2)cc1	-6	4	-12	-35	-20
12	CCOC(=O)C1(Cc2ccc(Cl)cc2)CCN(Cc2cn(CC)nc2C)CC1	5	0	-2	-1	0

item	pPAFAH FP inh	PME-1 inh	PAD4 FP inh	LYPLA1 inh
1	-6	-7	0	1
2	0	7	4	0
3	0	-4	-5	-2
4	0	-4	-3	-4
5	0	0	1	2
6	-5	-6	7	-4
7	2	2	0	3
8	8	4	1	-3
9	1	-12	3	-4
10	2	-3	-2	0
11	7	-28	4	-25
12	4	6	-3	0

# Record cards (already shown). Screens in order: PAFAH1B3 FP inh	PAFAH1B2 FP inh	Fam108B counter	GSTO1 counter	PAFAH2 inh	pPAFAH FP inh	PME-1 inh	PAD4 FP inh	LYPLA1 inh
# CCCCNC(=O)c1onc(CSc2nc3ccccc3[nH]2)c1C(=O)NCCCC is listed with 2	5	1	0	3	0	0	1	2
# Cc1cnc(C(=O)OCC(=O)c2c(N)n(CC(C)C)c(=O)n(C)c2=O)cn1 is listed with 1	-1	2	-7	0	0	-4	-5	-2
# O=C(NNS(=O)(=O)c1ccc2ccccc2c1)c1cc(-c2ccccn2)nc2ccccc12 is listed with 8	26*	6	-2	-6	2	2	0	3

# Next section:
item	SMILES	PAFAH1B3 FP inh	PAFAH1B2 FP inh	Fam108B counter	GSTO1 counter	PAFAH2 inh
13	CCN(c1ccccc1)S(=O)(=O)c1ccc(Cl)c(NC(=O)CSc2n[nH]c(N)n2)c1	9	1	-1	-8	4
14	CCOC(=O)c1ccc(S(=O)(=O)N2CCN(C(=O)c3nn(C)c(=O)c4ccccc34)CC2)cc1	5	-1	0	-5	2
15	O=C(CNC1CC1)Nc1cc(C(F)(F)F)ccc1Cl	9	5	1	1	3
16	COC(=O)Nc1nnc(Cc2ccc(Cl)cc2)s1	4	22	5	-6	-5
17	COCCn1c(SCC(=O)NC(=O)NC2CCCC2)nc2ccccc2c1=O	6	3	.	.	2
18	Cc1cc2nc(SCC(=O)O)nc(C)c2cc1C	10	1	5	-1	-7
19	CSc1nsc(SCC(=O)Nc2cccc(C(C)=O)c2)n1	5	3	1	0	6
20	Cn1c(N)c(S(=O)(=O)N2CCCC2)c(=O)n(C)c1=O	6	0	4	2	-3
21	C/C(=N\NC(=O)COc1ccccc1)c1ccc(O)cc1	12	3	-3	1	-5
22	CCOC(=O)C1=C(COC(=O)/C=C/c2ccc([N+](=O)[O-])cc2)NC(=O)NC1C (centres undefined)	6	-3	.	.	7
23	CN=C1c2cc3c(Br)c(OC)ccc3n2CCN1C	2	2	1	4	-11
24	CCc1ccc(N2CC(C(=O)OCC(=O)Nc3cc(C)on3)CC2=O)cc1 (centres undefined)	1	-1	-2	0	-12

item	pPAFAH FP inh	PME-1 inh	PAD4 FP inh	LYPLA1 inh
13	-6	10	1	-6
14	-1	-3	-8	1
15	1	0	7	-3
16	5	-2	1	5
17	2	6	-6	-5
18	-1	2	-2	1
19	3	0	6	6
20	5	-2	-7	1
21	2	-3	0	-2
22	1	1	0	3
23	-3	-3	1	-1
24	13	-6	-2	-2

# Next results follow:
item	SMILES	PAFAH1B3 FP inh	PAFAH1B2 FP inh	Fam108B counter	GSTO1 counter	PAFAH2 inh
25	Cc1c(NC(=O)C(C)OC(=O)c2sc3ccccc3c2Cl)c(=O)n(-c2ccccc2)n1C (centres undefined)	6	1	-3	-2	9
26	Cc1ccc(S(=O)(=O)CCC(=O)OCc2nnc(-c3ccccc3)o2)cc1	6	8	.	.	7
27	Cc1ccc(S(=O)(=O)NCc2ccccn2)cc1C	0	6	-3	4	-2
28	COc1cccc(-c2nc(Oc3cc(C)cc(C)c3)c3ccccc3n2)c1O	.	.	6	6	.
29	COc1ccc(OC(C)C(=O)N2CCN(c3ccccn3)CC2)cc1 (centres undefined)	3	-3	2	-2	2
30	O=C(O)[C@@H](O)c1ccccc1	-1	-1	-2	10	-7
31	COc1ccc(N2CCN(C(=O)CNC(=O)Cc3ccccc3)CC2)cc1	5	-3	0	-4	5
32	Cc1ccc(S(=O)(=O)NN2C(=O)/C(=C\c3ccc(Cl)cc3)SC2=S)cc1	7	12	4	4	18
33	O=C(C(c1ccccc1)c1ccccc1)N1CCN(Cc2ccncc2)CC1	3	9	0	-2	0
34	CCSc1cc(N2CCCC2)nc(-c2ccccc2)n1	3	-3	0	9	-9
35	c1ccc(-c2ccc3nnnn3n2)cc1	5	7	0	-10	-8
36	Nc1nonc1-n1nnc(C(=O)N/N=C/c2ccc(F)cc2)c1-c1cccs1	9	5	-6	-3	3

item	pPAFAH FP inh	PME-1 inh	PAD4 FP inh	LYPLA1 inh
25	3	-11	2	0
26	14	.	-4	.
27	8	1	-5	0
28	-1	-6	-2	2
29	3	-2	-1	1
30	3	-4	-1	-4
31	5	-2	-1	-6
32	5	-2	-1	0
33	6	-1	0	-2
34	1	-4	-3	-1
35	-3	-7	1	-2
36	-3	-3	2	0

# The results go on:
item	SMILES	PAFAH1B3 FP inh	PAFAH1B2 FP inh	Fam108B counter	GSTO1 counter	PAFAH2 inh
37	O=C(C1CCCN(Cc2ccc(F)cc2)C1)N1CCCCC1 (centres undefined)	10	6	2	-1	4
38	COc1cccc(-c2nnc(NC(=O)C(C)C)o2)c1	0	2	-1	-3	2
39	CC(/C=N/NC(=O)NC1CCCCC1)=C\c1ccccc1	12	1	-5	-7	0
40	Cc1cc(C(=O)Nc2ccon2)cs1	14	7	3	-9	5
41	CCN(Cc1nc(-c2ccc(OC)cc2)no1)C(=O)c1ccoc1C	6	4	-2	5	4
42	COc1ccc2[nH]c(CN3CCC(n4nccc4NC(=O)C4CC4)CC3)c(C)c2c1	0	-7	2	1	2
43	CCN1CCN(CC(O)COc2cccc(OC)c2)CC1 (centres undefined)	6	3	6	-12	1
44	CCC(CC)CN1C(Nc2ccccc2)=NC[C@@H]1C	5	1	-4	3	1
45	Cc1ccc(Nc2c(-c3ccccc3)nc3cnccn23)cc1	4	2	5	-8	-3
46	N#Cc1c(SCc2c(Cl)cccc2Cl)nc(N)[nH]c1=S	3	5	.	.	9
47	O=C1CCCc2c1cc(C(=O)NCc1ccco1)c(=O)n2-c1ccccc1	2	-2	-2	-1	4
48	O=[N+]([O-])c1cc(Cl)cc(/C=N/Nc2nc3ccccc3s2)c1O	18	5	33*	14	65*

item	pPAFAH FP inh	PME-1 inh	PAD4 FP inh	LYPLA1 inh
37	9	-3	-3	-5
38	-2	2	4	0
39	29*	-3	2	-2
40	11	5	-4	3
41	14	2	-1	-6
42	2	1	-3	2
43	0	-3	0	-1
44	4	3	3	0
45	3	3	-1	-1
46	7	-8	1	-3
47	5	-2	-6	1
48	13	20	-4	5

# Later entries.
item	SMILES	PAFAH1B3 FP inh	PAFAH1B2 FP inh	Fam108B counter	GSTO1 counter	PAFAH2 inh
49	NCC/C=C1/c2ccccc2CSc2ccccc21	-1	4	-4	-4	-2
50	CC(Sc1ncccn1)C(=O)NNC(=O)c1cccc(Cl)c1 (centres undefined)	4	2	.	.	1
51	CCOC(=O)N1CCC(NC(=O)c2cccc3c2C(=O)N(c2ccc(OC)cc2)C3)CC1	8	1	6	4	2
52	CCOc1ccc(CCNC(=O)c2[nH]c(C)c(C(C)=O)c2C)cc1OCC	3	-1	0	0	-3
53	COc1ccc(/C=C/c2ccc3ccccc3[n+]2C)cc1OC	7	-2	-3	8	-3
54	CC1CCCN(c2ccc(N)cc2C(N)=O)C1 (centres undefined)	6	1	1	-6	1
55	CCOC(=O)C1CCN(c2ccc(-c3cccs3)nn2)CC1	0	2	2	5	2
56	O=C(O)c1cc(NC(=O)c2ccco2)cc(NC(=O)c2ccco2)c1	6	4	-1	6	2
57	C/C(=N\NC(=O)c1ccccc1OCc1ccc(F)cc1)c1ccccn1	10	-1	.	.	4
58	COc1ccc(OCCCC(=O)Nc2ccc3c(c2)OCCO3)cc1	4	3	3	2	0
59	Cc1cccc(NC(=O)C(C)SCc2nc3sc4c(c3c(=O)[nH]2)CCCC4)n1 (centres undefined)	5	3	0	4	1
60	COC(=O)c1cc(NC(=O)CSC2=NCCS2)cc(C(=O)OC)c1	7	1	-1	-3	5

item	pPAFAH FP inh	PME-1 inh	PAD4 FP inh	LYPLA1 inh
49	-6	-2	11	-1
50	-2	.	-1	.
51	-5	-4	1	-3
52	0	4	1	-23
53	-1	0	3	1
54	7	2	1	-3
55	-1	2	2	-1
56	1	1	1	-2
57	8	1	5	0
58	1	-1	-4	-2
59	1	1	1	1
60	0	-4	18*	-2

# Only pPAFAH FP inh, for some of the entries so far:
no. | mol | pPAFAH FP inh
16 | COC(=O)Nc1nnc(Cc2ccc(Cl)cc2)s1 | 5
20 | Cn1c(N)c(S(=O)(=O)N2CCCC2)c(=O)n(C)c1=O | 5

# Individual results from the results shown:
# compound 51 | PAFAH2 inh: 2
# compound 56 | PAD4 FP inh: 1

# Next section
item	SMILES	PAFAH1B3 FP inh	PAFAH1B2 FP inh	Fam108B counter	GSTO1 counter	PAFAH2 inh
61	Cc1c(Cl)c(C(F)(F)F)nn1CC(=O)NCc1ccco1	10	3	-4	-7	5
62	O=C(O)c1cn(-c2ccccc2)nc1-c1ccc(Cl)cc1	-13	-1	-2	-11	-1
63	CC(C)NC(=O)Nc1cccc(Cl)c1	2	2	-1	5	4
64	CCCCNC(=O)c1ccccc1NC(=O)C1=C(C)OCCS1	2	2	2	-2	4
65	CSc1ccccc1NC(=O)CN1CCCCC1C (centres undefined)	6	1	0	1	7
66	Cc1ccc(NC(=O)c2ccc([N+](=O)[O-])cc2)cc1S(=O)(=O)N(C)C	0	4	-1	10	0
67	CNC(=O)c1ccc(NC(=O)CN2c3cccc4cccc(c34)S2(=O)=O)cc1	-1	1	-1	6	-6

item	pPAFAH FP inh	PME-1 inh	PAD4 FP inh	LYPLA1 inh
61	1	-1	-1	1
62	1	-3	-3	-3
63	1	-5	6	3
64	0	-2	2	-3
65	0	-2	1	0
66	8	4	-5	2
67	4	3	-1	-1

# Screening results from PubChem.
